# Assay outcomes: PubChem, several laboratories
# MCL1 BIM primary – inhibitors of human MCL1 binding to BIM-BH3 peptide; GST-MCL1 / FITC-Bim-BH3 fluorescence polarization; inhibition, % at 10.9 µM; AID 2057; 320,000 tested, 0.68% active; Q07820;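 active = inhibition above the mean inhibition of all tested compounds plus 3 SD, set per campaign, cut at about 40% in these data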;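 also: 0% = DMSO wells and 100% = unlabeled Bim-BH3 peptide control; higher means more loss of mP so more displacement of Bim peptide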
# Target sequence (Q07820 whole entry, looked up): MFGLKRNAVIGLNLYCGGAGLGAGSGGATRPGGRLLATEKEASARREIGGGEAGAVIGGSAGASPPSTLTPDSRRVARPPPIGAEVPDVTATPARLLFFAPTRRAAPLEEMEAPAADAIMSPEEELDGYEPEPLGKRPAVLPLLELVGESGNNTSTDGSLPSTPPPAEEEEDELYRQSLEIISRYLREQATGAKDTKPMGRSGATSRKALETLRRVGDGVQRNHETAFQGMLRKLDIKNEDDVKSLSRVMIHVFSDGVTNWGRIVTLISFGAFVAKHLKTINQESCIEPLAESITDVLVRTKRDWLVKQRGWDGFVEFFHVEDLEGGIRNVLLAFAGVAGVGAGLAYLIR
# MEX-5 binding – C. elegans MEX-5 TCR-2 RNA binding activity; Q9XUB2; MEX-5/FITC-TCR2 RNA binding, fluorescence polarization; hits give low values; activity score (negative = inhibition of binding), % at 10 µM; 300,000 tested, 0.38% active;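 active = inhibition past about -25% in most replicates, and total fluorescence under double the plate's negative control median, limit read from the data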;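 also: 0% = DMSO and -100% = 5 µM competing unlabeled TCR2 RNA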
# Target sequence (Q9XUB2 whole entry, looked up): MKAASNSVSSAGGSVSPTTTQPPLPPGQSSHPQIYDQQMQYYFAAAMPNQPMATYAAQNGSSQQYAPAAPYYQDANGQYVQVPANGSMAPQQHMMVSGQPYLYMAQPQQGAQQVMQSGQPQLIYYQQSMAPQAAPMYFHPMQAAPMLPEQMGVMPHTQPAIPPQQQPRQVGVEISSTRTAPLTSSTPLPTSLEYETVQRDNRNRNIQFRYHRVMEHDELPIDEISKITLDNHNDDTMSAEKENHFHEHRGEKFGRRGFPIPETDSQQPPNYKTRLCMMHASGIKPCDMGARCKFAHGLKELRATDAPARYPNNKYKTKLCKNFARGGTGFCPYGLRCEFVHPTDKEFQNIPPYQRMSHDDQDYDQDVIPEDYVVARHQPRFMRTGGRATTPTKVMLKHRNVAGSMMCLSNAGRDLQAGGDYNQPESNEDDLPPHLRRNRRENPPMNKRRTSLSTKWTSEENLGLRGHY
# Efflux pump mplx – antifungal efflux pump inhibition, Nile Red retention | inhibition, % at 10 µM | S. cerevisiae Candida pump triplex | 330,000 tested, 0.44% active;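 active = plate passing quality check with inhibition over a set limit, or well fluorescence over plate mean plus 4 SD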;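 also: Nile Red retained in pooled yeast measured as flow cytometry median fluorescence; 0% = buffer negative control and 100% = Enniatin B positive control; higher means more Nile Red kept so more efflux inhibition; some compounds called inactive have numbers as strong as hits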
# Yeast superoxide – lowers age-related superoxide in aged yeast cells | superoxide response (% of plate mean), % at 10 µM | 330,000 tested, 0.18% active | S. cerevisiae aged cells, superoxide DHE fluorescence; hits give low values | AID 2690;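 active = superoxide response under a set limit, about three screen SD below normal, cut at about 65% in these data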;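 also: yeast aged for seven days with compound at 30 °C before DHE staining; 100% = average MFI of all compound-treated wells on the plate with controls excluded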
# GLD-1 TGE inh – GLD-1-TGE RNA interaction inhibition (C. elegans) | inhibition, % at 5.96 µM | purified GLD-1 + fluorescein TGE RNA, fluorescence polarization | 320,000 tested, 0.44% active | Q17339;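 active = percent inhibition above a per-plate cutoff, the plate mean of test compounds plus 3 SD, cut at about 30% in these data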;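 also: 0% = DMSO wells with GLD-1 and probe and 100% = wells lacking GLD-1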
# Fam108B inh – counter-screen for RBBP9 inhibitors: inhibitors of mouse Fam108B | recombinant Fam108B, FP-Rh probe fluorescence polarization | inhibition, % at 9.51 µM | 300,000 tested, 0.33% active | AID 1947;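 active = inhibition above the screen mean inhibition plus 3 SD, computed separately per campaign, cut at about 18% in these data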;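 also: inhibitors lower polarization as less probe binds the enzyme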
# ZTA counter – counter-screen for EBNA-1 inhibitors: inhibitors of Epstein-Barr virus ZTA; P03206; ZTA-DNA binding, fluorescence polarization; inhibition, % at 11 µM; 320,000 tested, 0.15% active; in the data active = inhibition above about 33%
# EBNA-1 inhibitor – blocks EBNA-1 binding to DNA | EBNA-1 DNA binding, fluorescence polarization | inhibition, % at 14.8 µM | 300,000 tested, 0.34% active; in the data active = inhibition above about 28%
# BCLXL inh – blocks human Bcl-xL binding to Bim BH3 peptide; Q07817; GST-Bcl-xL / FITC-Bim BH3 peptide fluorescence polarization; inhibition, % at 10.9 µM; 320,000 tested, 0.7% active; AID 2129;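 active = inhibition above the mean of all tested compounds plus 3 SD, cutoff set per campaign, cut at about 30% in these data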;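 also: 0% = DMSO wells and 100% = unlabeled Bim-BH3 peptide competitor; inhibitors lower millipolarization by displacing the labeled peptide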
# Target sequence (Q07817 whole entry, looked up): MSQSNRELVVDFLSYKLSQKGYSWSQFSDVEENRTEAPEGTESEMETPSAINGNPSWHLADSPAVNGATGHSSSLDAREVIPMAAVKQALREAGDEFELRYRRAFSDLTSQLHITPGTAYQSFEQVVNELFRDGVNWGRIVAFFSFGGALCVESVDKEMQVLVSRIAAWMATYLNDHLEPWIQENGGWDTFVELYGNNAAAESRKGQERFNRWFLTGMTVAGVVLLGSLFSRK
# The depositor's hits bear a star; / = no result given.
cpd	Compound	BCLXL inh	Efflux pump mplx	ZTA counter	MEX-5 binding	Fam108B inh	GLD-1 TGE inh	Yeast superoxide	EBNA-1 inhibitor	MCL1 BIM primary
1	N=c1scc(-c2ccccc2)n1/N=C/c1ccco1	0	-0.3	-6	0.6	13	-2	100	0	-17
2	Cc1cc(-c2nnc(SCC(=O)Nc3cccc(Cl)c3)n2N)n[nH]1	6	0.0	-7	-0.9	2	2	90	0	2
3	C=CCOC(=O)C1=C[C@@H](c2ccc(C(F)(F)F)cc2)[C@H](CCCO)[C@@H](OCC)O1	1	/	6	1.3	1	-1	/	-7	0
4	COc1ccc(OCCCC(=O)OC(C)C(=O)Nc2ccc(S(N)(=O)=O)cc2)cc1 (configuration not stated)	-1	0.2	-10	0.8	3	-2	103	-15	0
5	CCc1c(C)nc2ncnn2c1NCCc1ccc(OC)c(OC)c1	-1	0.1	7	0.3	2	5	93	19	4
6	C/C=C(\C)CN1CCN(c2ccccc2)CC1	12	-0.2	-2	0.3	1	-1	108	7	16
7	CCOC(=O)c1sc(NC(=O)C(CC)OC(=O)C(CC(C)C)NC(=O)c2ccccc2)nc1C (configuration not stated)	0	0.1	-4	0.7	3	3	87	-2	-1
8	C/C=C/c1ccc(OCc2cc(=O)n3cc(C)ccc3n2)c(OC)c1	10	-0.1	6	-3.8	-2	6	97	5	6
9	COc1ccc(C(=O)N2CCN(c3ccc(N4CCOCC4)nn3)CC2)cc1OC	1	0.1	0	-0.6	-4	5	104	-4	4
10	O=C1OCC2=C1C(c1ccc(F)cc1)CC(=O)N2c1ccccc1 (configuration not stated)	1	-0.1	10	-0.8	-2	-6	87	2	-3
11	Cc1cc(S(=O)(=O)NCC2CC2)c(Cl)cc1Cl	0	0.3	-2	-2.3	4	-6	108	5	2
12	COc1ccc(CCNC(=O)C2CC3Cn4c(nc5ccccc54)C3N2Cc2ccccc2)cc1 (configuration not stated)	6	0.0	3	0.5	4	-5	90	6	11
13	O=C(COC(=O)CCC1CCCC1)Nc1ccc(Cl)cn1	3	-0.1	-12	0.4	0	8	99	-3	3
14	CN1CCN(C(=O)c2ccc(OCCOc3ccccc3)cc2)CC1	3	-0.1	5	1.9	1	6	103	6	-2
15	O=C(CN1C(=O)NC2(CCCC2)C1=O)NCC1CCCO1 (configuration not stated)	-3	0.0	-9	-1.9	-2	4	79	-4	-6
16	CN1CCC(CNC(=O)Nc2csc3ccccc23)CC1	0	0.0	3	0.7	-2	-1	98	0	3
17	COc1ccc(S(=O)(=O)N2CCOCC2)cc1C(=O)NCC(c1ccco1)N1CCCC1 (configuration not stated)	3	0.0	-12	/	/	3	102	/	1
18	O=C(Nc1nccs1)c1ccc(Br)c(S(=O)(=O)N2CCOCC2)c1	0	0.2	3	0.5	0	2	98	7	7
19	O=C(NCCCCNC(=O)c1ccc(Br)cc1)c1ccc(Br)cc1	28	-0.3	-4	-1.0	-14	7	101	0	39
20	CCOC(=O)Cc1csc(NC(=O)c2ccc(NC(C)=O)cc2)n1	7	0.0	6	-4.9	2	3	85	0	7
21	COc1cc(C2N(c3ccc(F)cc3)C(=O)C3CCCN32)cc(OC)c1OC (configuration not stated)	-4	0.1	-17	1.1	-2	-8	104	-10	-3
22	O=C1CS/C(=N/N=C/c2ccccc2OS(=O)(=O)c2ccccc2)N1	-9	1.5	-8	1.1	3	1	91	9	-6
23	CC(C)CC(=O)Nc1sc2c(c1C#N)CC(C)(C)NC2(C)C	6	-0.1	-8	-0.1	-4	-2	91	-5	7
24	O=C(NCc1ccc(F)cc1)C(C(=O)NCc1ccc(F)cc1)c1ncc(C(F)(F)F)cc1Cl	9	0.1	2	1.7	-7	-2	97	-4	0
25	O=C(c1cc([N+](=O)[O-])ccc1Cl)N1CCN(Cc2ccccc2)CC1	5	-0.1	-13	-3.4	1	3	108	6	4
26	COc1ccccc1CNS(=O)(=O)c1csc(C(N)=O)c1	2	-0.1	-2	1.7	2	7	95	6	6
27	COC(=O)Cc1c(C)c2ccc(OCC(=O)NCc3ccc4c(c3)OCO4)cc2oc1=O	1	0.0	-1	1.9	1	8	94	2	3
28	COc1ccc(Br)cc1/C=N/N1CCN(Cc2ccccc2)CC1	5	0.1	2	1.8	2	3	100	-3	23
29	O=C(Cn1c(=O)oc2ccccc21)Nc1nc(-c2ccccc2)cs1	3	-0.1	-9	-1.0	-3	4	99	7	6
30	COc1ccc(-n2cc(-c3ccc(OC)c(OC)c3)[nH]c2=S)cc1	-4	-0.1	4	-2.7	3	4	99	0	0
31	Cc1ccc(C(=O)C(SC(C)(C)C)n2cncn2)cc1 (configuration not stated)	6	-0.1	0	-0.5	0	0	100	4	4
32	O=S(=O)(NCC1CCCO1)c1cccc(S(=O)(=O)N2CCCC2)c1 (configuration not stated)	5	0.0	17	-4.0	2	3	107	11	-2
33	COC(=O)C1=C(NC(=O)c2ccccc2[N+](=O)[O-])CCS1	1	0.0	5	0.0	6	3	101	4	2
34	COc1ccc(S(=O)(=O)N2CCN(C3CCCC(C)C3)CC2)cc1 (configuration not stated)	1	0.0	12	-0.4	2	5	110	3	-5
35	COCCNC(=O)c1cc2nc3c(c(C(F)(F)F)n2n1)CCc1ccccc1-3	-3	0.2	4	0.1	-4	1	110	-1	49*
36	c1ccc(C2=Nn3c(nnc3-c3ccccn3)SC2)cc1	2	-0.1	19	-0.6	5	-4	109	-7	4
37	COCC(C)NCc1ccc(C)cc1C (configuration not stated)	1	-0.1	-2	1.0	1	4	85	13	-5
38	COC(=O)C1C(=O)c2c([nH]c(C(=O)OCC3CCCO3)c2C)CC1C (configuration not stated)	6	0.0	-20	0.9	1	8	108	-11	-1
39	COc1ccc(CNC(=O)C2CCN(c3nn4c(=O)cc(C)nc4s3)CC2)cc1	4	-0.1	6	0.1	5	-2	89	3	3
40	CC1=C(OC(=O)c2ccc(Br)cc2)C(C)(C)C(c2ccccc2)OC1=O (configuration not stated)	4	-0.3	2	1.1	-7	1	95	4	-7

# Ten neighbouring compounds from above, quoted:
cpd	Compound	BCLXL inh	Efflux pump mplx	ZTA counter	MEX-5 binding	Fam108B inh	GLD-1 TGE inh	Yeast superoxide	EBNA-1 inhibitor	MCL1 BIM primary
31	Cc1ccc(C(=O)C(SC(C)(C)C)n2cncn2)cc1 (configuration not stated)	6	-0.1	0	-0.5	0	0	100	4	4
32	O=S(=O)(NCC1CCCO1)c1cccc(S(=O)(=O)N2CCCC2)c1 (configuration not stated)	5	0.0	17	-4.0	2	3	107	11	-2
33	COC(=O)C1=C(NC(=O)c2ccccc2[N+](=O)[O-])CCS1	1	0.0	5	0.0	6	3	101	4	2
34	COc1ccc(S(=O)(=O)N2CCN(C3CCCC(C)C3)CC2)cc1 (configuration not stated)	1	0.0	12	-0.4	2	5	110	3	-5
35	COCCNC(=O)c1cc2nc3c(c(C(F)(F)F)n2n1)CCc1ccccc1-3	-3	0.2	4	0.1	-4	1	110	-1	49*
36	c1ccc(C2=Nn3c(nnc3-c3ccccn3)SC2)cc1	2	-0.1	19	-0.6	5	-4	109	-7	4
37	COCC(C)NCc1ccc(C)cc1C (configuration not stated)	1	-0.1	-2	1.0	1	4	85	13	-5
38	COC(=O)C1C(=O)c2c([nH]c(C(=O)OCC3CCCO3)c2C)CC1C (configuration not stated)	6	0.0	-20	0.9	1	8	108	-11	-1
39	COc1ccc(CNC(=O)C2CCN(c3nn4c(=O)cc(C)nc4s3)CC2)cc1	4	-0.1	6	0.1	5	-2	89	3	3
40	CC1=C(OC(=O)c2ccc(Br)cc2)C(C)(C)C(c2ccccc2)OC1=O (configuration not stated)	4	-0.3	2	1.1	-7	1	95	4	-7

# An excerpt from above in order of the MEX-5 binding value, smallest number first.
No.	molecule	BCLXL inh	Efflux pump mplx	MEX-5 binding	GLD-1 TGE inh	EBNA-1 inhibitor	MCL1 BIM primary
33	COC(=O)C1=C(NC(=O)c2ccccc2[N+](=O)[O-])CCS1	1	0.0	0.0	3	4	2
38	COC(=O)C1C(=O)c2c([nH]c(C(=O)OCC3CCCO3)c2C)CC1C (configuration not stated)	6	0.0	0.9	8	-11	-1
37	COCC(C)NCc1ccc(C)cc1C (configuration not stated)	1	-0.1	1.0	4	13	-5

# Next part
cpd	Compound	BCLXL inh	Efflux pump mplx	ZTA counter	MEX-5 binding	Fam108B inh	GLD-1 TGE inh	Yeast superoxide	EBNA-1 inhibitor	MCL1 BIM primary
41	COCCn1c(-c2ccc(Br)cc2)csc1=Nc1cccnc1	2	0.2	2	/	2	-3	110	-15	0
42	O=C(NNc1cccc(Cl)n1)c1cccnc1Cl	6	-0.2	-20	-2.5	0	2	101	-17	7
43	COc1ccc2cc(C(=O)O)n(CC(=O)c3ccccc3)c2c1	3	-0.2	9	-4.2	1	-8	108	-8	1
44	CCOC(=O)c1nn(-c2ccc(Cl)cc2C)ccc1=O	4	-0.2	-13	0.1	0	3	107	-11	-4
45	O=c1c(N2CCOCC2)c(N2CCOCC2)c1=O	-1	-0.2	-4	-1.1	2	0	92	-2	4
46	CCOC(=O)CC(=O)CSc1nc2ccccc2c(=O)n1-c1ccc(C(=O)N2CCOCC2)cc1	-1	-1.1	15	0.9	3	4	85	10	0
47	COCCNC(=O)C(c1ccc(C)o1)N(C(=O)c1snc(C(N)=O)c1N)c1cc(C)cc(C)c1 (configuration not stated)	-1	-0.2	0	-0.7	3	3	100	3	-4
48	Cc1nc2nc(SCC(=O)NCCCN3CCCCCC3)nn2c(C)c1Cc1ccccc1	4	-0.2	-13	2.2	-2	-2	101	0	6
49	CCCc1cc(C(=O)OC)c(NC(=O)c2cc(C)on2)s1	4	0.0	7	-1.8	-5	-1	116	0	3
50	CC(=O)c1c(C)[nH]c(C(=O)OCC(=O)NCc2ccc3c(c2)OCO3)c1C	3	0.0	-6	/	/	4	97	/	5
51	COc1ccccc1C(=O)Nc1ccnn1C1CCN(C(=O)c2cnsn2)CC1	-3	1.9	4	-3.0	0	-7	101	-1	-2
52	COC(=O)C1=C(C(=O)OC)[C@@H]2N(C)c3ccc(OC)cc3[C@@]23C[C@@H](C(=O)OC)N=C3N1	1	0.0	0	2.4	0	9	97	7	1
53	CCOC(=O)C1=C(COC(=O)c2ccc(OC)c(OC)c2OC)NC(=O)NC1C (configuration not stated)	2	-0.3	-22	-0.1	0	3	75	0	1
54	CN(CC(=O)Nc1ccc(F)cc1)C(=O)c1cccc(S(=O)(=O)N2CCN(c3ccc(F)cc3)CC2)c1	0	0.0	-5	-3.0	1	5	103	0	1
55	Cc1cc(C)n(-c2ccc(C(=O)OCC(=O)c3c(N)n(C)c(=O)n(C)c3=O)cc2)n1	-6	0.2	8	-2.4	-1	1	100	5	-6
56	CC(C)(C)NS(=O)(=O)c1ccc(N2C(=O)c3ccccc3C2=O)cc1	2	0.2	-6	-1.1	0	2	96	-6	3
57	COc1ccccc1-c1oc2ccccc2c1C#CC(C)(C)O	-9	-0.2	0	/	/	0	83	/	-3
58	COc1ccc2nc(SCC(=O)O)nc(C)c2c1	1	0.1	7	/	-3	-1	99	-7	6
59	COc1cccc(CNC(=O)C2CCN(S(=O)(=O)c3ccccc3)CC2)c1	1	0.1	-8	-0.6	0	1	108	7	-2
60	CCN(CC(=O)Nc1ccccc1OC)CC(=O)Nc1c(Cl)ccc(C)c1Cl	-4	0.1	3	/	2	0	94	16	-4
61	Cc1[nH]c2ccccc2c1/C=N/NC(=O)c1cccc(S(=O)(=O)Nc2cccc(C(F)(F)F)c2)c1	1	-0.1	-2	-3.7	40*	11	104	-13	4
62	O=C(NN1C(=O)NC2(CCCCC2)C1=O)c1cc2ccccc2o1	3	0.0	1	/	/	3	91	/	5
63	Cc1cc(/C=C2\C(=N)N3N=C(CC(=O)N4CCOCC4)SC3=NC2=O)c(C)n1Cc1ccccc1	6	0.0	10	-0.8	0	-3	98	2	-3
